Screening data: PubChem, several laboratories
SARS 3CLpro inh – SARS-CoV 3CLpro protease inhibition. recombinant SARS-CoV 3CLpro, quenched FRET peptide cleavage. inhibition, % at 6 µM. 0.14% of 290,000 active. AID 1706; in the data active = inhibition above about 12%
Anthrax LF prot – anthrax lethal factor protease inhibition; multiplex microsphere protease cleavage assay, LF; P15917; 0.12% of 360,000 active; inhibition, % at 10 µM; AID 588501; also: plate controls were buffer without enzyme for full effect and enzyme alone for no effect
Target sequence (P15917 whole entry, looked up): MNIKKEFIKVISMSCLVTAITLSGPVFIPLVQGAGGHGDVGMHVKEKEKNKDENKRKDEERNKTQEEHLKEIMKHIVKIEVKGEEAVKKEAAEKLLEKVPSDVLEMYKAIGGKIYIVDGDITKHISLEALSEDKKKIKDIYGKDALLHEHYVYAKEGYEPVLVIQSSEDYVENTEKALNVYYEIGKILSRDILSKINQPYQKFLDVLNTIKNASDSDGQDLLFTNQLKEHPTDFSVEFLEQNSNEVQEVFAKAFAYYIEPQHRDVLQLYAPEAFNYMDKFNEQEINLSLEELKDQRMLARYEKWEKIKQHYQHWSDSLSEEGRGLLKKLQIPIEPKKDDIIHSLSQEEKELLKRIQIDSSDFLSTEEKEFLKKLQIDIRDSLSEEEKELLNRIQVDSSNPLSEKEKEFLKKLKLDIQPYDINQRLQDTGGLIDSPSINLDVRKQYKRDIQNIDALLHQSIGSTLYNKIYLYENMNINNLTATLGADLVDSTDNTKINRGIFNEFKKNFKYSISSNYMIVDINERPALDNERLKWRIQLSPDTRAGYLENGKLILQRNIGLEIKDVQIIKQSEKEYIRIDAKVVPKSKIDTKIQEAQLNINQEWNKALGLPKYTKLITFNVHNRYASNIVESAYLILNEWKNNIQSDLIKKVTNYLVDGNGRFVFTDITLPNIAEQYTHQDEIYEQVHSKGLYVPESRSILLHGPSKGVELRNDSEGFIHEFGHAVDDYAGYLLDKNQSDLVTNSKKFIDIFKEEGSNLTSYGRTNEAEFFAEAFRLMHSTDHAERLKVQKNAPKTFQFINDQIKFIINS
Y pestis TopoI – Y. pestis Topo-I inhibition via cleavage products; 0.064% of 360,000 active; activity, % at 10 µM; Y. pestis Topo-I cleavage product accumulation, plate reader; in the data active = activity above about 50%, passing the limit was not always enough; inconclusive = no clear call, values can overlap the other calls; also: inactives centre near 2
SSB-PriA inh – inhibitors of Klebsiella pneumoniae PriA binding to SSB C-terminal tail; 0.6% of 430,000 active; AlphaScreen SSBct-PriA binding, biotinylated peptide; inhibition, % at 33 µM; AID 1272365; in the data active = inhibition mostly above about 37%, no sharp cut-off; inactive = mostly below about 20%;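 also: plate controls were negative control peptide for no effect and reference peptide for full effect; strong numbers were not always called active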
PrPC TRFRET – reduces human prion protein on the cell surface | 0.43% of 370,000 active | cell surface PrPC, TR-FRET read-out | inhibition, % at 13.8 µM; in the data active = inhibition above about 24%; also: 0% = median of the test wells and 100% = reference compound wells
TcdB GH inh – inhibitors of Clostridioides difficile toxin B glycohydrolase; TcdB glycohydrolase enzymatic assay, plate reader; inhibition, % at 9.99 µM; 0.24% of 350,000 active; AID 652162; in the data active = inhibition above about 10%
PfHsp40 rescue – compounds rescuing yeast from Plasmodium falciparum HSP40 toxicity; S. cerevisiae expressing PfHsp40, growth rescue, ATP luminescence; growth rescue, % at 12.5 µM; 0.68% of 340,000 active; AID 504582; in the data active = growth rescue above about 28%, passing the limit was not always enough; inconclusive = no clear call, values can overlap the other calls;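 also: yeast W303a lacking pdr1 and pdr3 grown in galactose medium; growth measured after three days at 30 °C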
BoNT-A LC inh2 – inhibitors of Botulinum neurotoxin A light chain protease; inhibition, % at 10 µM; AID 588499; multiplex microsphere protease substrate cleavage, flow cytometry; 0.17% of 360,000 active; also: plate controls were buffer without enzyme for full effect and enzyme alone for no effect
BH1578 lux ind – inducers of Vibrio cholerae quorum light production without autoinducers | activation, % at 18.7 µM | 0.16% of 350,000 active | AID 588436 | V. cholerae BH1578 lux reporter, luminescence, 6 h; in the data active = activation mostly above about 9.7%, no sharp cut-off; inconclusive = no clear call, values can overlap the other calls; inactive = mostly below about 3.7%; also: not every result past the cut was called active; inactives centre near 0; reference of the scale not given here
* marks the source's active call; other numbers are inactive results; i = inactive; ? = inconclusive; . = not tested or not shown; & = joins results of further samples. Rule as the data show it, unless noted: active = inhibition above about 30%; inconclusive = no clear call, values can overlap the other calls; inactive = below that. The list is partial, so the mix of outcomes need not match the whole.

Labels used below: A = SARS 3CLpro inh; B = Anthrax LF prot; C = Y pestis TopoI; D = SSB-PriA inh; E = PrPC TRFRET; F = TcdB GH inh; G = PfHsp40 rescue; H = BoNT-A LC inh2; I = BH1578 lux ind
1: Cn1c(CCN2CCOCC2)nc2cc(NC(=O)COc3ccccc3)ccc21
  A = -6	B = .	C = 7	D = 6	E = -6	F = .	G = 0.4	H = .	I = -0.4
2: COc1ccc(N2CCN(C(C)C(=O)N3CCc4ccccc43)CC2)cc1 (stereo unspecified)
  A = 5	B = -1	C = 11	D = 4	E = -3	F = 2.6	G = -0.1	H = 3.0	I = -0.3
3: COc1cc2c(cc1OC)CN(C(=O)c1cc(S(=O)(=O)N3CCOCC3)c(Cl)cc1Cl)CC2
  A = -2	B = 0	C = 11	D = -2	E = 9	F = -2.7	G = -0.9	H = 0.6	I = -7.7
4: CN(CCc1ccccc1)C(=O)c1ccc(NC(=O)Cc2ccc(NC(=O)C3CCCN(S(=O)(=O)c4cccc([N+](=O)[O-])c4)C3)cc2)cc1 (stereo unspecified)
  A = .	B = 1	C = 31	D = -5	E = -5	F = -0.6	G = -2.2	H = -0.8	I = i
5: Cc1cc(OCC(=O)Nc2ccc(N3CCN(C)CC3)cc2)ccc1Cl
  A = -2	B = -1	C = 3	D = 14	E = 2	F = -2.0	G = 0.5	H = 0.4	I = -3.1
6: COc1ccc(Nc2nc(NCCN3CCOCC3)nc(Nc3ccc(OC)cc3)n2)cc1
  A = -4	B = 4	C = -2	D = 16	E = -6	F = 0.8	G = -0.3	H = 0.0	I = -0.6
7: Nc1nc(-c2cc(O)ccc2[N+](=O)[O-])cc(-c2ccccc2)c1[N+](=O)[O-]
  A = -3	B = .	C = -3	D = -10	E = -19	F = 0.2	G = 0.7	H = .	I = i
8: COc1ccc(-c2nc3ccccc3o2)cc1OC
  A = 0	B = -11	C = 16	D = -8	E = -15	F = 0.2	G = 4.3	H = 2.6	I = -1.5
9: CCCCc1cc(=O)oc2cc(OCc3cc(OC)c(OC)c(OC)c3)c(Cl)cc12
  A = -1	B = 1	C = 5	D = -8	E = 1	F = .	G = -0.3	H = -0.2	I = 5.0
10: COc1ccccc1OCc1nc(-c2ccc([N+](=O)[O-])cc2)no1
  A = 1	B = 2	C = 1	D = -2	E = -22	F = .	G = 0.4	H = 0.1	I = -1.1
11: C=CCNC(=O)c1onc(CSc2ccccc2CC)c1C(=O)O
  A = -1	B = 3	C = 3	D = -7	E = 0	F = 4.2	G = -1.6	H = -0.1	I = -0.5
12: CC1(C)Oc2ccc(C(=O)NC3CC3)cc2N(CC(=O)N2CCOCC2)C1=O
  A = 5	B = 1	C = 5	D = -5	E = -5	F = .	G = 3.0	H = -0.9	I = .
13: COc1ccc(NC(=O)CCS(=O)(=O)c2cc3c(cc2C)NC(=O)CO3)cc1
  A = -6	B = -8	C = -4	D = -12	E = -6	F = -0.1	G = -0.3	H = -0.4	I = -0.2
14: CCOC(=O)c1c(NC(=O)CSc2nc3nc(C)cc(C)n3n2)sc(CC)c1C
  A = 6	B = 1	C = -1	D = 8	E = 7	F = -7.8	G = 0.5	H = 0.0	I = -0.4
15: CCC(C)NC(=O)C1CCN(c2nc(OC)nc(OC)n2)CC1 (stereo unspecified)
  A = 0	B = 0	C = 4	D = -19	E = 7	F = .	G = -0.1	H = 0.6	I = -0.2

One compound at a time, from the list above. Order of screens: SARS 3CLpro inh | Anthrax LF prot | Y pestis TopoI | SSB-PriA inh | PrPC TRFRET | TcdB GH inh | PfHsp40 rescue | BoNT-A LC inh2 | BH1578 lux ind
`Nc1nc(-c2cc(O)ccc2[N+](=O)[O-])cc(-c2ccccc2)c1[N+](=O)[O-]` is entered as -3 | . | -3 | -10 | -19 | 0.2 | 0.7 | . | i
`CCCCc1cc(=O)oc2cc(OCc3cc(OC)c(OC)c(OC)c3)c(Cl)cc12` is entered as -1 | 1 | 5 | -8 | 1 | . | -0.3 | -0.2 | 5.0
`COc1ccc(-c2nc3ccccc3o2)cc1OC` is entered as 0 | -11 | 16 | -8 | -15 | 0.2 | 4.3 | 2.6 | -1.5
`COc1ccc(NC(=O)CCS(=O)(=O)c2cc3c(cc2C)NC(=O)CO3)cc1` is entered as -6 | -8 | -4 | -12 | -6 | -0.1 | -0.3 | -0.4 | -0.2
`COc1ccc(Nc2nc(NCCN3CCOCC3)nc(Nc3ccc(OC)cc3)n2)cc1` is entered as -4 | 4 | -2 | 16 | -6 | 0.8 | -0.3 | 0.0 | -0.6

The listing continues:
Labels used below: A = SARS 3CLpro inh; B = Anthrax LF prot; C = Y pestis TopoI; D = SSB-PriA inh; E = PrPC TRFRET; F = TcdB GH inh; G = PfHsp40 rescue; H = BoNT-A LC inh2; I = BH1578 lux ind
16: COc1ccc(C)cc1S(=O)(=O)N1CC(C)OC(C)C1 (stereo unspecified)
  A = 7	B = 0	C = 0	D = -11	E = 2	F = -0.1	G = -0.7	H = 0.0	I = -0.2
17: Oc1ccc2ccccc2c1N=Nc1ccccn1
  A = -1	B = -3	C = 1	D = 75	E = -5	F = .	G = -0.2	H = 1.9	I = i
18: O=C1c2ccccc2NC(c2ccco2)N1O (stereo unspecified)
  A = 0	B = 2	C = -10	D = -2	E = -3	F = .	G = -0.1	H = -0.8	I = i
19: O=C(COC(=O)C1CC1)Nc1ccc(OC(F)F)cc1
  A = 2	B = -4	C = 2	D = -16	E = 3	F = .	G = 1.0	H = -0.4	I = i
20: CC(C)(C)c1cc(CNC(=O)C2CCC(=O)N(Cc3ccccc3F)C2)[nH]n1 (stereo unspecified)
  A = .	B = 6	C = 4	D = .	E = 2	F = -1.9	G = .	H = -0.3	I = -0.8
21: CC(C)(C)c1csc(NC(=O)c2cccnc2)n1
  A = -2	B = -1	C = -1	D = -5	E = -3	F = -0.4	G = -0.7	H = ?	I = 0.1
22: CSc1ccc(OC2CCCCC2NS(=O)(=O)c2ccccc2)cc1 (stereo unspecified)
  A = -2	B = 0	C = 3	D = -12	E = 2	F = 1.3	G = 1.9	H = -0.5	I = 0.5
23: CN(C)C(=O)c1nc2ccc(Cl)cn2c1CN1CCCC(OCc2cccnc2)C1 (stereo unspecified)
  A = -4	B = 0	C = 3	D = -7	E = -6	F = -0.1	G = -0.2	H = 0.0	I = -0.3
24: Cc1ccc(S(=O)(=O)N2CCN(CC(=O)N/N=C/C=C/c3ccccc3)CC2)cc1
  A = -2	B = -3	C = 30	D = .	E = -2	F = .	G = 0.6	H = 0.1	I = i
25: O=C(NC(=S)NN1CCCCC1c1cccnc1)c1ccc(Br)cc1 (stereo unspecified)
  A = 8	B = -20	C = 3	D = 0	E = -3	F = 1.3	G = -0.2	H = ?	I = -0.8
26: CN(C)c1ccc(NC(=O)CN2C(=O)CN=C(c3ccccc3)c3cc(Cl)ccc32)cc1
  A = 7	B = -15	C = 21	D = 4	E = 9	F = -5.5	G = 0.0	H = -2.3	I = -0.3
27: CCCn1nnnc1NCc1ccc(C(C)C)cc1
  A = 4	B = -5	C = -1	D = -1	E = 9	F = 1.7	G = -0.7	H = -0.8	I = .
28: CCOC(=O)c1ccc(NC(=O)CN(Cc2ccc(Cl)cc2)S(C)(=O)=O)cc1
  A = 1	B = -7	C = 5	D = -5	E = 9	F = .	G = 5.4	H = 0.2	I = i
29: CCOc1ccc(C(=O)NC(C)CCc2ccccc2)cc1 (stereo unspecified)
  A = -4	B = 13	C = -4	D = -20	E = 12	F = -3.1	G = 1.5	H = -3.4	I = i
30: O=C(COC(=O)C1(c2ccc(F)cc2)CCCC1)N1CCNC1=O
  A = .	B = 3	C = 2	D = -8	E = 2	F = 1.3	G = 1.0	H = -1.3	I = -3.1

Quoted from above: entries 20 to 21
Labels used below: A = SARS 3CLpro inh; B = Anthrax LF prot; C = Y pestis TopoI; D = SSB-PriA inh; E = PrPC TRFRET; F = TcdB GH inh; G = PfHsp40 rescue; H = BoNT-A LC inh2; I = BH1578 lux ind
20: CC(C)(C)c1cc(CNC(=O)C2CCC(=O)N(Cc3ccccc3F)C2)[nH]n1 (stereo unspecified)
  A = .	B = 6	C = 4	D = .	E = 2	F = -1.9	G = .	H = -0.3	I = -0.8
21: CC(C)(C)c1csc(NC(=O)c2cccnc2)n1
  A = -2	B = -1	C = -1	D = -5	E = -3	F = -0.4	G = -0.7	H = ?	I = 0.1

Carrying on:
Labels used below: A = SARS 3CLpro inh; B = Anthrax LF prot; C = Y pestis TopoI; D = SSB-PriA inh; E = PrPC TRFRET; F = TcdB GH inh; G = PfHsp40 rescue; H = BoNT-A LC inh2; I = BH1578 lux ind
31: C=C(C)c1cccc(C(C)(C)NC(=O)NCCCN2CCCC2=O)c1
  A = -2	B = 2	C = -2	D = 1	E = 8	F = .	G = 0.4	H = 1.6	I = 1.0
32: Cc1cc(N2CCN(C)CC2)nc2ccc(NC(=S)NCCN3CCc4ccccc4C3)cc12
  A = -2	B = -8	C = -4	D = 22	E = -1	F = 2.6	G = 49*	H = -0.3	I = i
33: COc1ccc(NC(=S)NCC2CCN(c3ccc(OC)cc3)C2)cc1 (stereo unspecified)
  A = 2	B = -3	C = -15	D = 62	E = 4	F = -25	G = 0.0	H = 0.4	I = -0.3
34: Cc1ccccc1C(=O)Nc1c(C(=O)N2CCN(C)CC2)cnn1-c1ccccc1
  A = 10	B = 2	C = 15	D = 0	E = 0	F = 1.7	G = 0.3	H = -2.2	I = -0.2
35: COc1ccccc1/C=C/C(=O)OCC(=O)NCc1ccc2c(c1)OCO2
  A = .	B = -9	C = 24	D = 1	E = 10	F = -0.9	G = -0.7	H = -0.8	I = 0.6
36: CCCCOC(=O)c1ccc(NC(=O)C(=O)NCc2ccccn2)cc1
  A = -3	B = 1	C = -8	D = -3	E = -4	F = -0.4	G = 0.5	H = -0.6	I = 14
37: CN1CCN(C(CNC(=O)c2ccc(Br)o2)c2ccc(F)cc2)CC1 (stereo unspecified)
  A = .	B = -1	C = -1	D = 2&-5	E = -1	F = 12*	G = -1.2	H = -5.0	I = -2.2
38: COc1ccc(-n2c(CN3CCOCC3)nc3ccccc3c2=O)c(OC)c1
  A = -2	B = -11	C = 0	D = -5	E = -6	F = 0.5	G = 1.1	H = 1.0	I = -0.6
39: O=C(NCc1ccccc1)C1CC(=O)N(c2ccc(OCC(=O)N3CCCC3)cc2)C1 (stereo unspecified)
  A = -4	B = -3	C = -2	D = -4	E = -2	F = .	G = 0.9	H = -1.1	I = 4.0
40: Cc1cccc(C(=O)OCC(=O)c2ccc3c(c2)OCO3)c1O
  A = 2	B = 3	C = -1	D = 4	E = -2	F = 1.0	G = -0.9	H = -2.3	I = -0.8
41: CCCCNC(=O)CSc1nc(N)c(C(=O)Nc2ccc(OC)cc2)s1
  A = 7	B = 3	C = -16	D = -10	E = -8	F = 0.1	G = 0.4	H = -0.5	I = -2.5
42: CN1/C(=C/C=C(C#N)C#N)C=Cc2ccccc21
  A = -2	B = -10	C = 4	D = -3	E = -9	F = 0.5	G = -1.0	H = -1.1	I = -2.4
43: CCC(=O)Nc1sc(Cc2ccc3c(c2)OCO3)c(C)c1C(N)=O
  A = -1	B = 1	C = 4	D = -12	E = 6	F = 1.1	G = 0.4	H = -1.4	I = -0.1
44: O=C(NC1C(=O)NNC1c1ccc(Cl)cc1)c1ccc(F)cc1 (stereo unspecified)
  A = 0	B = -1	C = -2	D = 0	E = -7	F = -10	G = 1.5	H = 0.2	I = -0.3
45: O=C1Cc2ccccc2C(=O)N1c1ccc(F)cc1Cl
  A = 6	B = -8	C = -8	D = 7	E = 0	F = -6.3	G = -0.2	H = -2.0	I = -0.5
46: CCOc1ccccc1NC(=S)NCCc1ccc(F)cc1
  A = 3	B = -3	C = 1	D = 3	E = -7	F = 0.2	G = 0.1	H = -0.1	I = -0.4
